Lmaj promast = Leishmania major promastigote growth inhibition | Leishmania major promastigotes, resazurin fluorescence viability | inhibition, % at 10 µM | actives 9% (n = 200,000) | AID 1063;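 further: promastigotes grown with compound for 44 hours at 28 °C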
RAM network inh = yeast RAM network inhibition | S. cerevisiae dse1pr::URA3 reporter, 5-FOA growth OD615, 2 d; analog-sensitive cbk1-as2 kinase mutant strain | inhibition, % at 50 µM | actives 1.8% (n = 190,000) | AID 868;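 active means inhibition above a set limit, 3 SD over mean compound inhibition, cut at about 8.4% in these data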;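 further: 0% = DMSO-only wells with no growth and 100% = 10 µM 1-NA-PP1 full growth; inhibition rescues growth on 5-FOA so higher OD means more RAM inhibition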
Diaphorase act = counter-screen for diaphorase-based assays: diaphorase activators and chemical reducers; AID 1229; Diaphorase/resazurin coupled assay, resorufin fluorescence, 16 min; hits give high values; 1 = vehicle wells, 0 = NADH-free wells; activation factor at 20 µM; actives 0.005% (n = 190,000);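 active means diaphorase activity raised at least twofold by the compound at 20 µM; inactive means activation factor below 2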
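Material: purified diaphorase enzyme from Clostridium kluyveri; Also added: 0.114 mM NADH and 0.1 mM resazurin, final amounts; Doses: single compound dose of 20 µM, 1% DMSO final; Times: 16 min enzyme reaction, ambient temperature; Detection: resorufin fluorescence, excitation 544 nm, emission 590 nm; Measure: increased resorufin signal from activators or reducing compounds.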
S1P3 antag = S1P3 (human) receptor antagonism; actives 0.27% (n = 170,000); inhibition, % at 4.98 µM; AID 485; Q99500; CHO S1P3 NFAT-BLA reporter, FRET fluorescence, antagonist mode;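 active means inhibition above the plate cutoff, the mean inhibition of test wells on that plate plus 3 SD, cut at about 28% in these data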;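 further: cells challenged with S1P at its EC80 of 0.8 µM; blue over green emission ratio from cleaved BLA substrate after 4 h stimulation; 0% = S1P-stimulated wells and 100% = unstimulated DMSO-only wells; some compounds past the cut are filed as inactive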
Hsp70 activator = Hsp70 transcriptional activation, primary screen; activation, % at 10 µM; HeLa Hsp70 promoter luciferase reporter, luminescence; scaled: vehicle 0, proteasome-inhibitor control 100%; AID 1203; actives 0.04% (n = 200,000);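 active means activation above the mean across all tested compounds plus 3 SD, cutoff set per campaign, cut at about 5.5% in these data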;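 further: 100% = MG132 at 30 µM as the positive control and 0% = DMSO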
DTT redox prof = compounds producing H2O2 with reducing agent – biochemical, NIH compound library profiling, artefact control for MLSCN library redox annotation, primary screen; actives 0.03% (n = 200,000); DTT-dependent redox cycling H2O2, phenol red/HRP absorbance; 100% = 100 µM peroxide control, 0% = buffer; activation, % at 10 µM;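 active means activation of at least 50% relative to the plate's high and low controls in the primary single-dose screen; inactive means activation below 50%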;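 further: compound incubated with DTT at 0.8 mM final as the reducing agent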
Diaphorase inh = inhibits diaphorase or chemically oxidizes, flagging diaphorase assay artifacts; actives 0.69% (n = 190,000); diaphorase resazurin-to-resorufin fluorescence, NADH, 16 min; bacterial (C. kluyveri) enzyme, not human; inhibition, % at 20 µM;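 active means primary screen inhibition at 20 µM above a set limit, cut at about 50% in these data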;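 further: plate controls were DMSO with full reaction for no effect and wells lacking NADH for full effect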
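Benchmarks: positive control wells lacking NADH, neutral wells with DMSO only. System: bacterial diaphorase enzyme (C. kluyveri). Input: 0.14 U/mL diaphorase, enzyme working solution. Detection: resorufin fluorescence, excitation 544 nm, emission 590 nm. Times: 16-min room-temperature incubation before reading.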
G6PDH counter = counter-screen for G6PDH assay hits: L. mesenteroides G6PDH inhibition; Purified L. mesenteroides G6PDH, diaphorase/resazurin coupled fluorescence, 45 min; inhibition, % at 5 µM; actives 0.12% (n = 200,000); AID 1020
PMI act hi M6P = increases human PMI activity with near-saturating mannose 6-phosphate; P34949; coupled PMI enzyme assay, resazurin fluorescence, 20 min; hits give high values; 1 = untreated enzyme, 0 = substrate-free blank; activation factor at 20 µM; actives 0.34% (n = 190,000);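 active means activation factor of 2 or more at 20 µM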
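Material: human phosphomannose isomerase with PGI, G6PDH, diaphorase coupling enzymes. Quantity: 15 ng/mL PMI. Medium: HEPES pH 7.4 buffer with MgCl2 and Tween-20. Reagent: Near-saturating mannose-6-phosphate, 1.0 mM. Compound: 20 µM single dose. Times: enzyme reaction with compound 20 min at room temperature. Detection: resorufin fluorescence at Ex 544/Em 590 nm.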
PMI act = phosphomannose isomerase (human) activation. P34949. actives 0.005% (n = 190,000). AID 1214. purified human PMI, coupled resazurin fluorescence, 20 min; hits give high values; 1 = vehicle control, 0 substrate-free wells. activation factor at 20 µM;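 active means activation factor of 2 or more at 20 µM, relative to plate controls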
TLR4 MyD88 comp = blocks binding of human TLR4 to MyD88; HeLa CL3-4 TLR4/MyD88 BLA complementation, FRET ratio; inhibition, % at 8.4 µM; actives 0.18% (n = 200,000); in the data active means inhibition above about 25%;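 further: 0% = vehicle and 100% = reference inhibitor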
Target sequence (O00206 whole entry, looked up): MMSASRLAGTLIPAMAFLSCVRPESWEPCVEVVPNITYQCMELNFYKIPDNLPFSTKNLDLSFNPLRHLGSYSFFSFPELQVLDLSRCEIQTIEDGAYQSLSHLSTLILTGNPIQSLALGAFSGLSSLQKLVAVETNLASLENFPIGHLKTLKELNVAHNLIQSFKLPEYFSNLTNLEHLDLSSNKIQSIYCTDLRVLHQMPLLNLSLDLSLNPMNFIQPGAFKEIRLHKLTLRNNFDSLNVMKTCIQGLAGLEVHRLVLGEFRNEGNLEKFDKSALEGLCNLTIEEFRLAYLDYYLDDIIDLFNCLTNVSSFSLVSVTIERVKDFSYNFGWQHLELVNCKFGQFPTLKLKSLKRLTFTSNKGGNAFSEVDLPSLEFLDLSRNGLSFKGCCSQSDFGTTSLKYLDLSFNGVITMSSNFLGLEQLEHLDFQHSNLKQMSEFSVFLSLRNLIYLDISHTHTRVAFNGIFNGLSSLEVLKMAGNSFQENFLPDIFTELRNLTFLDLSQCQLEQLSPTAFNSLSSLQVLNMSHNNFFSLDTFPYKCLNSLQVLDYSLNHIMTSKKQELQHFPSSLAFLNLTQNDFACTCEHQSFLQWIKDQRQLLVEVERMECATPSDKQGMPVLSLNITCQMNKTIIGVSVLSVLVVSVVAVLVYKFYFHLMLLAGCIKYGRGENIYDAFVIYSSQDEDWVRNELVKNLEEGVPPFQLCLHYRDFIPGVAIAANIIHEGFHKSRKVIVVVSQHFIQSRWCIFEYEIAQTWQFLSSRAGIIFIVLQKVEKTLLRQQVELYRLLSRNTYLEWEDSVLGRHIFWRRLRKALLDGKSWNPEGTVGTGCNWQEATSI
Target sequence (Q99836 whole entry, looked up): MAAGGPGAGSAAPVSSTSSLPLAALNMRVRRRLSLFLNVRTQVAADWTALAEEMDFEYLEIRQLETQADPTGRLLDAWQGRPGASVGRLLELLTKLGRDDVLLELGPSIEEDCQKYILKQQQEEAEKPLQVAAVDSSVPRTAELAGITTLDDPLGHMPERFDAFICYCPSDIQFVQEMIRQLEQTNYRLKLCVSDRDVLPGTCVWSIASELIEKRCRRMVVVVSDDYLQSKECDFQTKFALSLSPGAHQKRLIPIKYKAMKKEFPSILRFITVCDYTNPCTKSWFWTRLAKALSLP
Active calls of the source: *; . = no result given. Unless noted, no stated cut-off is given here; in the data, active means inhibition above about 50%; inactive means the rest. An unsorted share of the library; overall some 12% were active at least once.

SMILES	Lmaj promast	RAM network inh	Diaphorase act	S1P3 antag	Hsp70 activator	DTT redox prof	Diaphorase inh	G6PDH counter	PMI act hi M6P	PMI act	TLR4 MyD88 comp
O=C(NN1CCCCC1)c1ccc(COc2ccc(Cl)cc2)cc1	-2	3.6	1.1	-16	-0.1	0.1	-7	3	1.1	1.1	-10
CN(C)CCOC(=O)C12CC3(C)CC(C)(CC(C)(C3)C1)C2	9	0.4	0.9	.	-0.1	-5.0	5	13	1.1	1	4
O=C(CSc1nccn1-c1ccc(Cl)cc1)NCc1ccc2c(c1)OCO2	-8	1.5	0.7	1	-0.5	-2.5	33	0	0.9	0.9	3
Cc1cc2ccccc2n2c(SCC(=O)N3CCN(C(=O)c4ccco4)CC3)nnc12	.	.	1	-19	.	.	-1	-4	1.1	1	.
N#Cc1cn(OCc2ccccc2)c(=O)[nH]c1=O	-9	0.8	0.9	-3	0.0	-0.1	8	1	1	1	-1
COc1ccc(C2c3c(oc4ccc(Cl)cc4c3=O)C(=O)N2Cc2ccco2)cc1OC (stereo unspecified)	-7	5.8	0.9	0	-0.3	-2.0	14	5	0.9	0.9	9
O=C(Cn1cc(C(=O)c2cccs2)c2ccccc21)NCC1CCCO1 (stereo unspecified)	6	2.4	0.9	16	-0.4	2.3	10	4	0.9	0.9	-4
CCNC(=O)CCSc1nc2cc(Cl)ccc2o1	-2	1.6	0.9	.	-0.3	-1.5	6	1	1	1.1	3
Cc1noc(C)c1CN1C(=O)NC2(CCCCCCC2)C1=O	100*	1.9	0.9	.	-0.4	0.0	9	11	0.9	0.9	0
O=C(NCCN1C(=O)S/C(=C\c2ccccc2F)C1=O)C1CCN(S(=O)(=O)c2cccs2)CC1	36	2.7	0.9	-19	-0.3	2.9	15	13	0.9	0.8	6
CCOC(=O)C1CCN(C(=O)Cn2cc(C(=O)C3CC3)c3ccccc32)CC1	1	1.5	1	6	-0.4	0.7	2	1	1	1	-6
C=CCn1c(NCc2ccccc2)nc2ccccc21	23	-0.3	0.9	-14	0.1	1.1	8	8	1	1	-1
CCOC(=O)c1ccc(NS(=O)(=O)c2ccc3c(c2)oc(=O)n3C)cc1	-3	0.5	0.9	-19	-0.2	-0.5	11	9	1.1	1	-1
Cc1c(NC(=O)C23CC4CC(CC(C)(C4)C2)C3)c(=O)n(-c2ccccc2)n1C	-2	0.4	0.9	3	-0.3	-0.6	10	4	1	0.9	-2
CC(=O)NCC(=O)N1CCCC(C(=O)c2ccc3c4c(cccc24)CC3)C1 (stereo unspecified)	1	-0.8	0.9	2	-0.3	-0.2	12	13	0.9	1	-2
COc1cc(NC(=O)CC(C)C)ccc1NC(=O)c1ccco1	3	.	.	10	-0.1	-0.5	.	.	.	.	17
Cc1noc(C)c1COc1cccc(C(=O)N2CCN(C/C=C/c3ccccc3)CC2)c1	-2	-0.3	1	3	0.0	-1.1	1	8	1	0.6	1
Cc1ccc(S(=O)(=O)NCCC(=O)Nc2ccc(Cl)c(Cl)c2)cc1C	8	1.6	0.8	2	-0.2	0.2	19	-22	0.8	0.8	-5
CC(CN1CCOCC1)(NS(=O)(=O)c1ccccc1)c1ccccc1 (stereo unspecified)	-4	-0.7	1	-10	0.3	1.9	0	-8	1	1	-8
CCCNC(=S)Nc1ccc(Cl)cc1C	-1	-1.1	0.8	14	-0.3	-0.2	16	5	0.9	0.9	7
OC(C#CCN1CCOCC1)(c1ccccc1)C1CC1 (stereo unspecified)	-2	0.8	0.8	-14	0.0	3.0	24	4	1	1	13
CCOc1ccc(NC(=O)CSc2nc3c([nH]c4ccccc43)c(=O)n2C)cc1	6	4.4	1	-8	0.4	-0.7	-2	-4	1	1.1	7
Cc1ccccc1CS(=O)(=O)Cc1ccc(C(=O)NCc2ccco2)o1	-3	0.7	0.9	-9	0.0	-0.4	7	4	1	1	8
COC(=O)c1sccc1NC(=O)CCC1CCCCC1	-6	-0.2	0.9	.	1.1	0.4	7	2	1	1	-5
CCOC(=O)N1CCC(N2CCCC(C(=O)c3ccc4cc(OC)ccc4c3)C2)CC1 (stereo unspecified)	98*	-0.3	0.9	8	-0.2	0.2	11	8	1.1	0.8	6

Limited to PMI act, TLR4 MyD88 comp and Lmaj promast, for some of the entries so far:
| SMILES | PMI act | TLR4 MyD88 comp | Lmaj promast |
| --- | --- | --- | --- |
| O=C(NN1CCCCC1)c1ccc(COc2ccc(Cl)cc2)cc1 | 1.1 | -10 | -2 |
| CN(C)CCOC(=O)C12CC3(C)CC(C)(CC(C)(C3)C1)C2 | 1 | 4 | 9 |

Part of the list above, reformatted.
Molecule,Lmaj promast,RAM network inh,Diaphorase act,S1P3 antag,Hsp70 activator,DTT redox prof,Diaphorase inh,G6PDH counter,PMI act hi M6P,PMI act,TLR4 MyD88 comp
Cc1noc(C)c1CN1C(=O)NC2(CCCCCCC2)C1=O,100*,1.9,0.9,.,-0.4,0.0,9,11,0.9,0.9,0
Cc1ccc(S(=O)(=O)NCCC(=O)Nc2ccc(Cl)c(Cl)c2)cc1C,8,1.6,0.8,2,-0.2,0.2,19,-22,0.8,0.8,-5
C=CCn1c(NCc2ccccc2)nc2ccccc21,23,-0.3,0.9,-14,0.1,1.1,8,8,1,1,-1
O=C(CSc1nccn1-c1ccc(Cl)cc1)NCc1ccc2c(c1)OCO2,-8,1.5,0.7,1,-0.5,-2.5,33,0,0.9,0.9,3

Next section:
SMILES	Lmaj promast	RAM network inh	Diaphorase act	S1P3 antag	Hsp70 activator	DTT redox prof	Diaphorase inh	G6PDH counter	PMI act hi M6P	PMI act	TLR4 MyD88 comp
CC(C)n1nc(C(=O)OCn2nnc3ccccc3c2=O)c2ccccc2c1=O	0	2.5	0.8	-42	-0.5	0.5	20	-6	1	0.9	-8
Cc1cc(NC(=O)c2ccc(N3CCCC3)c([N+](=O)[O-])c2)no1	-2	2.6	0.9	-2	-0.3	-2.2	13	6	1.1	1.2	16
O=C(O)CCCNS(=O)(=O)c1ccc(F)cc1	-3	0.1	0.9	-29	-0.1	-2.7	13	-4	1	0.9	-2
COc1ccc(-n2nc(C(=O)NCC(=O)NCC3COc4ccccc4O3)c3ccccc3c2=O)cc1 (stereo unspecified)	5	6.3	0.8	-9	-0.1	-1.4	17	-6	1	0.9	4
COc1ccc(-c2noc(CN(C)Cc3ccc(C)o3)n2)cc1	-4	-1.1	0.8	-21	0.7	-1.2	17	4	0.9	0.9	-6
CCOc1ccc(C(=O)Nc2cccc(-c3nc4cccnc4o3)c2)cc1Cl	26	1.7	1	8	0.0	1.9	0	-1	1.1	1	1
COCCCN(CC(=O)Nc1ccc(N2CCOCC2)cc1)S(=O)(=O)c1ccc(C)cc1	1	4.8	0.9	-20	-0.2	-1.0	7	5	0.9	0.9	3
COc1ccccc1Oc1coc2c(CN3CCN(C)CC3)c(O)ccc2c1=O	0	0.5	1	-19	-0.2	2.5	4	-11	1	1	7
N#Cc1c2n(c3c(-c4ccccc4)ncnc13)CCC2	3	0.5	1	15	-0.5	-0.1	4	-2	1.1	1.1	0
CC(C)(C)C1CCc2onc(C(=O)Nc3cccc(O)c3)c2C1 (stereo unspecified)	-3	4.0	1	.	-0.4	0.4	3	4	1	1	-6
CSc1nnc(-c2ccc(NC(=O)CCc3ccccc3)cc2)n1C	-1	-0.7	1.1	-18	0.0	-3.9	-6	-13	0.9	0.8	-9
O=C(CSc1ccccc1)NCc1cccnc1	-3	0.5	0.9	.	-0.5	-0.5	10	4	1	1.1	1
COc1ccc(C2C(C(=O)N3CCN(c4ccccc4)CC3)c3ccccc3C(=O)N2C)cc1 (stereo unspecified)	-2	-0.3	1	.	-0.2	0.3	4	8	1	1.1	3
COc1ccc(CNC(=O)CSc2cc(=O)n(C)c3ccccc23)cc1	-7	4.1	1	8	-0.2	-0.2	0	-7	1.1	1	-13
O=C(CSc1nc2ccccc2o1)N1CCCC1	-3	0.1	0.9	-40	-0.4	-1.3	11	8	0.9	1	-6
CC1CC(c2ccccc2)n2nc(N3C(=O)c4ccccc4C3=O)nc2N1 (stereo unspecified)	-2	3.0	0.9	-4	-0.6	1.0	9	1	1	1	-13
Cc1ccccc1-n1cc(C(=O)c2cc(Cl)ccc2O)cc(C#N)c1=O	2	0.4	0.8	-6	-0.2	0.0	17	5	0.9	1	-2
COC(=O)C(C)Sc1nc2c(c(=O)n(C)c(=O)n2C)n1Cc1cccc(C)c1 (stereo unspecified)	5	0.6	1	-2	-0.2	2.0	-2	5	1.1	1	13
O=C(CN1CCN(c2nc(-c3ccc(F)cc3)cs2)CC1)NCc1ccc2c(c1)OCO2	8	-0.1	0.8	-18	-0.3	2.8	16	-30	1	0.9	-9
CCOC(=O)N1CCC(NC(=O)c2ccc3c(c2)sc2nc(-c4cccc(OC)c4)cn23)CC1	22	2.3	1	38	0.0	-0.2	4	11	0.9	0.9	-12
CCCC1C2C(=O)N(c3ccccc3OC)C(=O)C2ON1c1ccccc1 (stereo unspecified)	-7	0.0	0.8	.	-0.3	-3.9	21	4	0.9	1	-9
O=c1c2ccccc2nnn1CSc1nc2ccccc2c(=O)n1Cc1ccco1	.	.	0.8	21	.	.	18	12	1	0.9	.
Cc1[nH]nc2c1C(c1ccc(-c3ccccc3C#N)o1)C(C#N)=C(N)O2 (stereo unspecified)	100*	-1.2	0.7	-52	0.2	0.2	28	6	0.5	0.8	14
O=C(N/N=C\c1ccc(-c2cccc(Cl)c2)o1)C(=O)NC1CCCC1	2	4.5	0.8	6	-0.1	0.1	16	10	0.8	0.8	-1
NC(=O)COC(=O)c1ccc(Cl)c(S(=O)(=O)N2CCN(c3ccc(F)cc3)CC2)c1	-4	-0.1	0.8	9	-0.2	-0.4	16	5	1	1	-8
COc1cccc(/C=N/NC(=O)C(=O)Nc2ccccc2OC(F)(F)C(F)F)c1	-2	3.1	0.9	4	-0.2	-0.1	7	-15	1	0.9	-15

Screening results from PubChem.
